# SRC3 TRFRET art: TR-FRET artefact, counter-screen to PPARgamma/SRC-3 agonist assay; PPARgamma/SRC-3 format; hits give high values; TR-FRET ratio at 8 µM; 0.39% of 99,000 active; AID 1048; in the data active = TR-FRET ratio above about 2000; note: inactives centre near 1600; reference of the scale not given here
# SRC1 TRFRET art: flags TR-FRET format artefacts in PPARgamma SRC-1 recruitment agonist screen | TR-FRET detection artefact counter-screen, emission ratio; hits give high values | TR-FRET ratio at 8 µM | 0.34% of 99,000 active; in the data active = TR-FRET ratio above about 2300; note: inactives centre near 1800; reference of the scale not given here
# The depositor's hits bear a star. The list is partial; the hit share may differ from the screen's.
SMILES,SRC1 TRFRET art,SRC3 TRFRET art
S=C(N/N=C1\CCc2ccccc21)NC1CCCCC1,1909,1552
COc1cc2c(cc1OC)C(Cc1ccc(O)cc1)N(C)CC2 (centres undefined),1937,1653
O=C(N/N=C/c1sc(N2CCOCC2)nc1-c1ccccc1)c1ccccc1O,1582,1407
CCOc1ccc(NC(=O)N(C2CCCC2)C2CCN(C(C)=O)CC2)cc1,1588,1628
O=c1c2cn[nH]c2nc(SCc2c(F)cccc2F)n1-c1ccc(Cl)cc1,1878,1579
COCc1c(CCl)cnc(C)c1O,1634,1403
Cc1ccccc1NC(=S)N(CCN1CCCCCC1)Cc1cccs1,1632,1508
CCOC(=O)c1sc(NC(=O)CSc2n[nH]c(-c3ccccc3)n2)c(C#N)c1C,1930,1619
CC[C@H](C)[C@@H](C(=O)N1CCNCC1)n1cc([C@@H](N)CC(C)C)nn1,1616,1328
O=c1c(Cl)c(N2CCN(c3ccc(F)cc3)CC2)cnn1-c1nc2ccccc2s1,1650,1466
Cc1nc2ccccn2c1C(=O)NNS(=O)(=O)c1ccc(C(C)(C)C)cc1,1892,1535
Cc1ccc(S(=O)(=O)N(CC(=O)N/N=C/c2ccco2)c2cc(Cl)cc(Cl)c2)cc1,1791,1462
COc1ccc(NC(=O)Cn2nnc(-c3ccccc3NS(=O)(=O)c3ccccc3)n2)cc1,1900,1664
OCCNCC12CC3CC(CC(C3)C1)C2,1723,1677
CC(C)c1ccc(O)c(N)c1,1750,1765
Cc1ccc(NC(=O)Nc2ccc(Cl)cc2)c(Br)c1,1910,1722
Clc1ccc(-c2nn3c(-c4ccccc4)nnc3s2)cc1,1954,1582
O=C(O)c1ccc(NC(=O)c2cn(-c3ccccc3)nc2-c2ccc(F)cc2)cc1,1522,1278
O=C(NNC1=NS(=O)(=O)c2ccccc21)c1ccc(Cl)cc1,1974,1473
O=C(CN(Cc1ccccc1)C(=O)c1csnn1)NCc1ccccc1,1804,1586
O=C(Nc1ccc2c(c1)CCC2)Nc1ccc2c(c1)OCO2,1895,1505
Cc1c(NC(=O)c2cccs2)cccc1[N+](=O)[O-],1923,1592
CSc1ccccc1C(=O)C1CCCN(Cc2cnn(-c3ccccc3)c2)C1 (centres undefined),1739,1414
CCCCCC1=CCC/C1=N\NC(=O)c1ccc2c(c1)OCO2,1760,1698
Brc1csc(/C=N/Nc2nc3ccccc3s2)c1,1767,1568
CCC1=NN2C(=N)/C(=C\c3cccn3-c3ccc(Cl)cc3)C(=O)N=C2S1,1787,1720
CC(C)CC(CO)N1CCN(C(=O)c2ccc(C(C)(C)C)cc2)CCC1=O (centres undefined),1689,1435
COc1ccc(-c2cc(C(=O)NC(Cc3c[nH]c4ccccc34)C(=O)O)c(C)o2)cc1OC (centres undefined),1844,1808
O=C(CN1CCN(C2CCCCC2)CC1)Nc1cccc2ccccc12,2001,1529
O=C(O)/C(=C\c1ccc(Br)cc1)c1ccc(S(=O)(=O)N2CCCCC2)s1,1975,1719

# Laid out differently: entries from further up.
> COc1ccc(NC(=O)Cn2nnc(-c3ccccc3NS(=O)(=O)c3ccccc3)n2)cc1
  SRC1 TRFRET art: 1900
  SRC3 TRFRET art: 1664
> OCCNCC12CC3CC(CC(C3)C1)C2
  SRC1 TRFRET art: 1723
  SRC3 TRFRET art: 1677

# Sorted by length of the SMILES (smallest number first): some entries from above
SMILES,SRC1 TRFRET art,SRC3 TRFRET art
Cc1c(NC(=O)c2cccs2)cccc1[N+](=O)[O-],1923,1592
Cc1ccccc1NC(=S)N(CCN1CCCCCC1)Cc1cccs1,1632,1508
O=C(N/N=C/c1sc(N2CCOCC2)nc1-c1ccccc1)c1ccccc1O,1582,1407

# Next part
SMILES,SRC1 TRFRET art,SRC3 TRFRET art
COC(=O)COn1c(SCC(=O)OC)nc2ccccc2c1=O,1787,1545
O=C(OCc1csc(-c2ccccc2)n1)c1ccccc1O,1655,1444
Fc1ccccc1COc1ccc2ccccc2c1CNc1nn[nH]n1,1461,1548
CC1=NCCN1S(=O)(=O)c1cc([N+](=O)[O-])ccc1Cl,1651,1550
COc1ccc(C(=O)Nc2ccc(Cl)c(S(=O)(=O)Nc3ccccc3OC)c2)cc1,1859,1393
COc1ccc2c(c1)nc(SCC(C)O)n2C (centres undefined),1826,1769
O=C(CNc1ccccc1)N/N=C/c1ccc2c(c1)OCCO2,2142,1846
Cc1ccccc1-c1nc(CS(=O)(=O)CC(=O)Nc2cc(F)ccc2F)c(C)o1,1626,1408
NC(=O)CSc1nnc2ccc(-c3ccc(Cl)cc3)nn12,1658,1406
O=C(COC(=O)/C=C/c1ccc2c(c1)OCO2)Nc1ccc(S(=O)(=O)N2CCCC2)cc1,1943,1521
O/N=C1\CCCc2ccc(Cl)cc21,1590,1597
COc1cccc(Nc2nc3ccccc3n2C(C)C)c1,1916,1661
CCc1cc2ccc(C)cc2nc1SCC(=O)Nc1c[nH]c(=O)[nH]c1=O,1980,1611
Cc1ccc(S(=O)(=O)N(C)C)cc1NC(=O)c1cncc(Br)c1,1707,1730
CN(C)c1nc(N(C)C)n(C(=O)c2ccc(F)cc2)n1,1810,1610
CCN(CC)c1ccc(/C=N/Nc2cccc(C)c2)c(O)c1,1954,1318
O=C(Cn1cnc2cc([N+](=O)[O-])ccc2c1=O)NCc1ccc(Cl)cc1,1644,1527
Cc1ccc(C(=O)OCC(=O)c2c(N)n(C)c(=O)n(C)c2=O)cc1S(=O)(=O)N1CCCCC1,1813,1568
O=C(COC(=O)C1(c2ccc(Cl)cc2)CCCC1)N1CCc2ccccc21,1706,1467
Cc1c(NC(=O)/C(C#N)=C\c2cccs2)c(=O)n(-c2ccccc2)n1C,1749,1810
O=C(c1ccccc1)c1ccc2nc(-c3ccco3)c(-c3ccco3)nc2c1,1446,1584
Cc1cc(NC(=O)CSc2nnc(-c3ccccc3)c(-c3ccccc3)n2)no1,1953,1621
CN(CC(=O)NCCc1ccccc1)S(=O)(=O)c1ccccc1,1871,1717
O=[N+]([O-])c1ccc2nc(-c3ccccc3)oc2c1,2127,1468
O=S(=O)(NCC(c1ccco1)N1CCN(c2ccccc2)CC1)c1ccc(F)cc1 (centres undefined),1648,1370
Cc1cc(C)n2ncc(C(=O)O)c2n1,1828,1488
CCOc1ccc(-c2cn3ccccc3n2)cc1[N+](=O)[O-],1851,1623
COC(=O)N1CCCc2cc(C)ccc21,1996,1335
COc1ccc(C(C)=O)cc1COC(=O)CNC(=O)c1ccc(Cl)cc1,1919,1367
COCCCNc1nc2c(-c3cccc(C)c3)nnn2c2ccccc12,1708,1696
COc1cc(/C=C/C(=O)c2cccc([N+](=O)[O-])c2)cc(OC)c1OC,1620,1649
CC(C)CNC(=O)C1CCN(Cc2ccc(OCc3ccccc3)cc2)CC1,1866,1842
O=C(COC(=O)/C=C/c1cccs1)Nc1ccc2ccccc2c1,1860,1471
COC(=O)c1sc2nc(C)nc(SCC(=O)C(C)(C)C)c2c1C,1936,1601
O=[N+]([O-])c1ccc(/C=N/Nc2nc(NCc3ccccc3)nc(N3CCOCC3)n2)cc1,1802,1654
CCN(Cc1ccncc1)C(=O)CCc1nnc(CCc2ccccc2OC)o1,1647,1642
O=C(NC(=S)Nc1ccccn1)c1cncc(Br)c1,1889,1690
COCCCN(C(=S)Nc1c(C)cc(C)cc1C)C(C)c1ccncc1 (centres undefined),1762,1411
CN(C)S(=O)(=O)c1ccc(C(=O)Nc2nc3ccccc3[nH]2)cc1,1625,1559
CC(=O)Oc1ccc2c(=O)c(N3C(=O)c4ccccc4C3=O)c(C)oc2c1C,1508,1572
CN(Cc1cnn(C)c1)S(=O)(=O)c1cccc([N+](=O)[O-])c1,1732,1474
COc1ccccc1N1CCN(C(=O)CSc2nnc3c4ccccc4n(CC(=O)O)c3n2)CC1,1740,1708
O=C(Cn1nnc2ccccc2c1=O)NCCc1ccccc1,1701,1592
Cc1ccc(-n2c(Cl)c(Cl)[nH]c(=O)c2=O)cc1,1798,1566
CC(C)(CO)CNC(=O)CCc1nnc(Cc2ccc(-c3ccccc3)cc2)o1,1810,1530
NC1=C([N+](=O)[O-])C(c2ccc(F)cc2)C2=C(CCCC2=O)O1 (centres undefined),1658,1611
Cc1cccc(/C=C/c2nc3ccccc3c(=O)n2Cc2ccccc2)c1,1760,1561
COc1ccc(/C=N/NC(=O)c2nc(-c3ccccc3)n(-c3ccccc3)n2)cc1OC,1834,1709
Cc1sc2ncnc(N/N=C/c3cccc(O)c3)c2c1C,1953,1584
Nc1cc2nn(-c3ccccc3)nc2cc1Cl,1651,1490
NS(=O)(=O)c1ccc(NC(=S)NC2CC2)cc1,1925,1457
O=C(NCCc1ccccc1)C1CCN(C(=O)c2ccc([N+](=O)[O-])cc2)CC1,1712,1421
CCOC(=O)/C=C/C(=O)Nc1nccs1,1801,1630
CN(C)S(=O)(=O)c1cc(NC(=O)COC(=O)CCSc2ccc(Cl)cc2)ccc1Cl,1824,1521
Cc1ccc(CN(Cc2cccnc2)C(=S)Nc2cccc(Cl)c2C)cc1,1667,1497
Cc1ccc(NC(=O)C(=O)NCC2CCCO2)cc1 (centres undefined),1693,1563
O=Cc1ccccc1OS(=O)(=O)c1ccccc1,1608,1465
CC1=NN(c2ccccc2)C(=O)C1C(=O)c1cc([N+](=O)[O-])cc([N+](=O)[O-])c1 (centres undefined),1622,1590
CSCCC(NS(=O)(=O)c1ccc(C)c(C(=O)O)c1)C(=O)O (centres undefined),1662,1567
COc1ccc(N2CCN(C(=O)NCc3ccc(OC)c(Cl)c3)CC2)cc1,1638,1568

# (next part)
SMILES,SRC1 TRFRET art,SRC3 TRFRET art
CCCS(=O)(=O)Nc1cccc(-c2ccc3nnc(C)n3n2)c1,2120,1578
Cc1ccc(C(=O)OCC(=O)N(C)C2CCS(=O)(=O)C2)cc1[N+](=O)[O-] (centres undefined),1784,1495
Cc1c(N=Cc2ccc(-c3ccc(Cl)cc3)o2)c(=O)n(-c2ccccc2)n1C,2123,1735
Fc1ccc(Oc2ccc3nnc(C(F)(F)F)n3n2)cc1,1774,1415
CCCCCC(=O)Nc1ccccc1N1CCOCC1,1651,1550
O=C1OCCC1Sc1nc2ccccc2c(=O)n1-c1ccc(F)cc1 (centres undefined),1986,1604
COc1ccc(/C=N/NC(=O)c2ccc(COc3ccccc3Cl)o2)c(OC)c1C,1757,1594
COc1ccccc1C(=O)N/C(=C\c1ccc2c(c1)OCO2)C(=O)NCCc1nc2ccccc2[nH]1,1805,1492
CC1(C)CC[C@]2(C(=O)O)CC[C@]3(C)C(=CCC4[C@@]5(C)CC[C@H](O)C(C)(C)C5CC[C@]43C)C2C1 (some centres undefined),2013,1679
CCOC(=O)C1C2C=CC3(CN(C4CCCC4)C(=O)C13)O2 (centres undefined),1762,1551
Cc1cc(C)c(C2=NOC3C4CCC(C4)C23)c(C)c1 (centres undefined),1770,1756
Cc1ccc(-c2ccc3nnc(SCC(N)=O)n3n2)cc1,1660,1732
CCOC(=O)Cc1nnc(NC(=O)Nc2ccccc2)s1,1405,1648
COC(=O)C(C(C)C)N1CCc2c(C)nc3c(C#N)cnn3c21 (centres undefined),1700,1696
COc1ccc(N(CC(=O)O)S(=O)(=O)c2ccc(C)cc2)cc1Cl,1730,1558
Cc1nn2c(-c3ccc(Cl)cc3)nnc2s1,2029,1537
Cc1ccc(NC(=O)c2cc(-c3ccccc3)nn2-c2ccccc2)cc1,1671,1567
COc1cc(C(=O)OC2CSCC2NC(=O)c2ccccc2)cc(OC)c1OC (centres undefined),1734,1650
S=C(NCc1cccc(Cl)c1)NC1CCCCC1,1600,1322
O=C(NCc1ccccn1)c1cccn1-c1ncc(C(F)(F)F)cc1Cl,1797,1461
COc1ccc2cc(C(=O)Nc3ccc(O)cc3)sc(=O)c2c1OC,2005,1792
COc1ccccc1CNC(=O)/C=C/c1ccc(S(=O)(=O)NCc2ccco2)cc1,1832,1560
CCC(C)(C)C(=O)Nc1cc([N+](=O)[O-])ccc1Cl,1904,1483
CCC(CC)=NNc1cccc([N+](=O)[O-])c1,2034,1941
CC(C)(C)NS(=O)(=O)c1ccc(NC(=O)C2CCCCC2)cc1,2189,1804
CCOC(=O)c1ccc(NC(=O)COc2ccccc2CNC2CCCC2)cc1,1764,1516
Cc1nn(-c2nc3ccccc3s2)c(C)c1Oc1ccccc1O,1819,1640
C=CCN(CC=C)CCOc1ccc(C)cc1[N+](=O)[O-],1744,1564
Cc1ccc(C(C(=O)NCc2ccccc2)N(Cc2cccs2)C(=O)c2ccc3c(c2)OCCO3)cc1 (centres undefined),1865,1587
COc1ccc(/C=C/C(=O)c2cc(Br)ccc2O)cc1OC,2006,1565

# Single records, as listed above. Screens in order: SRC1 TRFRET art | SRC3 TRFRET art
# CC(C)(C)NS(=O)(=O)c1ccc(NC(=O)C2CCCCC2)cc1 is listed as 2189 | 1804
# O=C(N/N=C/c1sc(N2CCOCC2)nc1-c1ccccc1)c1ccccc1O is listed as 1582 | 1407
# CC(C)c1ccc(O)c(N)c1 is listed as 1750 | 1765
# Cc1nn(-c2nc3ccccc3s2)c(C)c1Oc1ccccc1O is listed as 1819 | 1640
# Cc1c(NC(=O)c2cccs2)cccc1[N+](=O)[O-] is listed as 1923 | 1592

# Additional entries.
SMILES,SRC1 TRFRET art,SRC3 TRFRET art
CCOC(=O)c1c(CN2CCN(c3ccccc3)CC2)oc2ccc(O)cc12,1761,1566
COc1ccccc1NC(C)=O,1598,1361
Cc1ccccc1-n1c(SCC(=O)N/N=C/c2sccc2C)nc2ccccc2c1=O,1399,1577
CCCNC(=O)Cn1nc(C(F)(F)F)cc1C,1597,1363
O=C(O)C(Sc1ccncn1)c1ccccc1 (centres undefined),1626,1502

# Assay outcomes (PubChem)
